Source: PubChem
SSB-PriA inh = blocks PriA binding to SSB C-terminal tail. AlphaScreen SSBct-PriA binding, biotinylated peptide. inhibition, % at 33 µM. 0.6% of 430,000 active; in the data active = inhibition mostly above about 37%, no sharp cut-off; inactive = mostly below about 20%;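 note: plate controls were negative control peptide for no effect and reference peptide for full effect; strong numbers were not always called active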
Rv3671c inh = inhibitors of M. tuberculosis serine protease Rv3671c | 0.048% of 320,000 active | inhibition, % at 5.96 µM | AID 2606; in the data active = inhibition above about 38%;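 note: extracellular domain of Rv3671c used as enzyme; 0% = enzyme with DMSO and 100% = no enzyme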
MazF activator = MazEF (E. coli) toxin RNase activation. P0AE70. FAM/BHQ RNA-DNA oligo cleavage fluorescence, 5 h. activation, % at 20 µM. 0.32% of 350,000 active. AID 504720; in the data active = activation above about 50%
Target sequence (P0AE70 whole entry, looked up): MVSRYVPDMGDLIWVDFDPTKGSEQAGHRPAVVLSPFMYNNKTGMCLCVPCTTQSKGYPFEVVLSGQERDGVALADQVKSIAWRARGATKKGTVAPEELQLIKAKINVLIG
Anthrax LF inh2 = blocks Bacillus anthracis lethal factor protease. AID 588501. 0.12% of 360,000 active. inhibition, % at 10 µM. P15917. multiplex microsphere protease cleavage assay, LF; in the data active = inhibition above about 30%; note: plate controls were buffer without enzyme for full effect and enzyme alone for no effect
Target sequence (P15917 whole entry, looked up): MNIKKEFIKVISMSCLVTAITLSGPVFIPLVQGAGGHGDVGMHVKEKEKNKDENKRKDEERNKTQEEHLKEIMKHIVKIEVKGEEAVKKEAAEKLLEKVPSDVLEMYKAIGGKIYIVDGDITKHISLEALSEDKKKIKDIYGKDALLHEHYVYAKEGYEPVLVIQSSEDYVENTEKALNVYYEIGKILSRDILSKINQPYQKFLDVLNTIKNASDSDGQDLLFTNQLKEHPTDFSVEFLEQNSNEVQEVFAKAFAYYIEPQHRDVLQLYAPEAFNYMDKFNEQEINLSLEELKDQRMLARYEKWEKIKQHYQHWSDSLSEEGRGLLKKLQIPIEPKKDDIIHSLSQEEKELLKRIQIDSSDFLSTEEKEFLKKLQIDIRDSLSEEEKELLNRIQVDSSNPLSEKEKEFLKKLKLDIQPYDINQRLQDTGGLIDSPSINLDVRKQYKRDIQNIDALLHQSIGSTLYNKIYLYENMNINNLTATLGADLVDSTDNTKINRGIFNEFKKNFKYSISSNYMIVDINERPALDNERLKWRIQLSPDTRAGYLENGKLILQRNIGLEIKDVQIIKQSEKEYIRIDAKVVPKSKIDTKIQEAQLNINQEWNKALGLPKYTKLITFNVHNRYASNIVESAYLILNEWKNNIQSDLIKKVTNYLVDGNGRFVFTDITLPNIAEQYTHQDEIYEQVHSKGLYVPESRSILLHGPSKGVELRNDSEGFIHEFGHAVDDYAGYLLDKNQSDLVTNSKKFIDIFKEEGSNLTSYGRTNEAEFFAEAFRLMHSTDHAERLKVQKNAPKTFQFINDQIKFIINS
VHR inh abs = DUSP3 (human) phosphatase inhibition; P51452; recombinant VHR phosphatase, pNPP absorbance; inhibition, % at 13.3 µM; 0.52% of 290,000 active; in the data active = inhibition above about 50%; note: some compounds called inactive have numbers as strong as hits
Target sequence (P51452 whole entry, looked up): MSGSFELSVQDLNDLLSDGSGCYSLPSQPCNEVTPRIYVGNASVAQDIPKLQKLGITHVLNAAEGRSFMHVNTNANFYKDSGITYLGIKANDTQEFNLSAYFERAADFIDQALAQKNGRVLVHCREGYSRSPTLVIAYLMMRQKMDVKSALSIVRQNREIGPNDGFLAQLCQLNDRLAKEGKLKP
SARS 3CLpro inh = SARS-CoV 3CLpro protease inhibition; P0C6X7; recombinant SARS-CoV 3CLpro, quenched FRET peptide cleavage; inhibition, % at 6 µM; 0.14% of 290,000 active; AID 1706; in the data active = inhibition above about 12%
Yp Topo-I inh = blocks Yersinia pestis topoisomerase I activity. Y. pestis Topo-I cleavage product accumulation, plate reader. 0.064% of 360,000 active. AID 504884. activity, % at 10 µM; in the data active = activity above about 50%, passing the limit was not always enough; note: inactives centre near 2
PfHsp40 yeast = compounds rescuing yeast from Plasmodium falciparum HSP40 toxicity. AID 504582. growth rescue, % at 12.5 µM. S. cerevisiae expressing PfHsp40, growth rescue, ATP luminescence. 0.68% of 340,000 active; in the data active = growth rescue above about 28%, passing the limit was not always enough;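 note: yeast W303a lacking pdr1 and pdr3 grown in galactose medium; growth measured after three days at 30 °C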
TcdB GH inh = inhibitors of Clostridioides difficile toxin B glycohydrolase | inhibition, % at 9.99 µM | TcdB glycohydrolase enzymatic assay, plate reader | P18177 | AID 652162 | 0.24% of 350,000 active; in the data active = inhibition above about 10%
Vc quorum ag = quorum light induction in luxS cqsA deficient V. cholerae; V. cholerae BH1578 lux reporter, luminescence, 6 h; 0.16% of 350,000 active; activation, % at 18.7 µM; in the data active = activation mostly above about 9.7%, no sharp cut-off; note: not every result past the cut was called active; inactives centre near 0; reference of the scale not given here
The depositor's hits bear a star; i = inactive; · = not tested or not shown.

SMILES | SSB-PriA inh | Rv3671c inh | MazF activator | Anthrax LF inh2 | VHR inh abs | SARS 3CLpro inh | Yp Topo-I inh | PfHsp40 yeast | TcdB GH inh | Vc quorum ag
O=C(CCC1CCCCC1)Nc1ccccc1O | -16.7 | -13.2 | 5.3 | -1.5 | -1.3 | 0.3 | 15.2 | 0.3 | · | -3.0
O=C(COC(=O)c1ccc2ccccc2n1)Nc1ccccc1Br | -8.5 | -1.3 | -24.8 | 6.5 | · | · | 23.0 | 1.3 | 0.6 | -0.4
O=C(Nc1ccc(Br)cc1)NC1CCCCCCC1 | -5.9 | -0.2 | 41.0 | 3.7 | 22.9 | 2.2 | 0.7 | 1.0 | 2.4 | -1.7
COc1ccc(NS(=O)(=O)c2cccc(C(=O)N/N=C(\C)c3ccc(-n4ccnc4)cc3)c2)cc1 | · | -47.6 | 10.3 | -0.3 | -6.4 | 6.0 | 6.4 | 0.1 | · | i
COc1ccc(CCc2ccc3ccccc3n2)cc1 | -25.8 | · | -0.4 | 7.2 | · | · | 31.6 | -0.2 | 2.7 | i
CC1=NN(C(C#N)c2ccc(F)cc2)C(c2ccccc2)C1 (stereo unspecified) | -9.2 | -10.6 | -1.2 | -0.1 | 17.6 | -9.9 | 10.7 | -1.5 | -0.1 | i
COC(=O)C1=C(c2ccc(C(C)=O)cc2)C[C@@H]2CC[C@H]1N2C(=O)NCc1ccc(F)cc1 | -10.8 | 5.5 | 9.1 | -3.0 | · | · | -0.2 | 0.1 | 2.8 | i
CC(=O)Nc1ccc(NC(=O)COC(=O)COc2ccc3ccccc3c2)cc1 | -7.5 | -3.0 | -25.1 | 0.8 | · | · | -7.8 | -0.2 | 1.1 | -2.9
CN(Cc1ccccc1)C(=O)COC(=O)c1cc(-c2ccc(Cl)s2)nc2ccccc12 | -40.5 | -16.6 | 0.3 | 6.7 | 41.4 | 2.9 | 4.1 | -1.3 | · | i
Cc1ccc2[nH]c3c(c2c1)CC/C(=C/c1ccccc1)C3=O | -10.2 | -5.9 | 3.5 | -5.7 | -10.4 | -2.6 | 15.7 | -0.3 | · | i
O=C(c1cc(C2CCCCN2C(=O)CCCc2ccccc2)on1)N1CCOCC1 (stereo unspecified) | · | · | · | -3.8 | · | · | 9.1 | · | 1.8 | -0.5
COC(=O)CC1C(=O)NCCN1C(=O)c1cc([N+](=O)[O-])ccc1Cl (stereo unspecified) | 0.7 | 4.2 | 3.5 | -15.4 | 21.9 | -0.1 | 3.7 | -0.5 | 1.6 | -0.3
CCOc1ccccc1NC(=S)N1CCN(c2ccccc2)CC1 | -1.5 | -1.1 | 17.1 | 6.4 | -10.0 | 5.0 | 2.1 | 2.9 | -0.1 | i
Oc1cccc(-c2ccc3nccn3c2)c1 | · | · | · | -1.7 | · | · | 6.4 | · | -0.2 | i
O=C(Nc1ccc(F)cc1)c1ccccc1 | -2.5 | -6.9 | 2.0 | -2.0 | 11.6 | -5.5 | 0.1 | 0.6 | 0.8 | -1.7
Cc1ccc(-c2nnc(N)s2)cc1 | -4.4 | 6.4 | -1.6 | 1.3 | -11.3 | -7.2 | 1.5 | 1.9 | · | -0.3
C(=N\c1nc2ccccc2n1CCN1CCCCC1)/c1ccc2c(c1)OCO2 | · | 7.7 | 0.3 | -6.4 | -6.2 | -3.7 | 6.7 | 0.7 | · | 3.9
O=C1NC(=O)/C(=C\c2ccc(Br)o2)S1 | -13.2 | -4.2 | -8.0 | -6.0 | -4.7 | -2.0 | 6.1 | -2.1 | -0.5 | -0.3
CCOC(=O)c1cc2c(=O)n3ccccc3nc2n(CCCOC)c1=NC(=O)c1ccncc1 | 5.1 | 3.2 | 9.2 | -2.5 | 23.4 | 2.3 | -5.4 | 0.8 | 0.6 | i
COc1ccc(-c2cc(-c3ccc(OC)cc3)[nH]n2)cc1 | -14.0 | -13.4 | -0.1 | 0.8 | -5.0 | 9.0 | 8.4 | 52.7* | · | 1.6
COc1ccc2[nH]c(C)c(CCN(Cc3cccs3)C(=S)Nc3ccccc3OC)c2c1 | 14.5 | -1.1 | -61.1 | -20.7 | 15.1 | -3.0 | 0.8 | -1.4 | 0.0 | 0.4
CCOC(=O)C1CCN(S(=O)(=O)CCNC(=O)c2ccc3c(c2)OCO3)CC1 | -16.0 | -1.0 | 4.2 | · | · | · | 4.4 | -1.3 | 0.7 | -0.3
CCCNC(=O)N1[C@H]2CC[C@@H]1C(C(=O)OC)=C(c1ccc(OC)c(OC)c1)C2 | -4.5 | -3.8 | 1.3 | -0.3 | · | · | -2.1 | -0.7 | -3.9 | i
O=C(NC1CCCC1)c1nc2c(nnn2Cc2cccc(Cl)c2)c(=O)[nH]1 | -1.2 | 3.2 | -2.2 | 0.1 | 5.5 | 0.1 | 12.7 | -0.7 | · | -0.4
COc1ccc(Cl)cc1NC(=O)CN(C)C(C)C(=O)NCC1CCCCC1 (stereo unspecified) | -15.2 | 7.0 | -3.8 | 3.8 | 7.8 | 3.6 | 14.7 | 0.5 | · | -0.5

Overlap with the part before: 5 compounds; new compounds follow.
SMILES | SSB-PriA inh | Rv3671c inh | MazF activator | Anthrax LF inh2 | VHR inh abs | SARS 3CLpro inh | Yp Topo-I inh | PfHsp40 yeast | TcdB GH inh | Vc quorum ag
COc1ccc2[nH]c(C)c(CCN(Cc3cccs3)C(=S)Nc3ccccc3OC)c2c1 | 14.5 | -1.1 | -61.1 | -20.7 | 15.1 | -3.0 | 0.8 | -1.4 | 0.0 | 0.4
CCOC(=O)C1CCN(S(=O)(=O)CCNC(=O)c2ccc3c(c2)OCO3)CC1 | -16.0 | -1.0 | 4.2 | · | · | · | 4.4 | -1.3 | 0.7 | -0.3
CCCNC(=O)N1[C@H]2CC[C@@H]1C(C(=O)OC)=C(c1ccc(OC)c(OC)c1)C2 | -4.5 | -3.8 | 1.3 | -0.3 | · | · | -2.1 | -0.7 | -3.9 | i
O=C(NC1CCCC1)c1nc2c(nnn2Cc2cccc(Cl)c2)c(=O)[nH]1 | -1.2 | 3.2 | -2.2 | 0.1 | 5.5 | 0.1 | 12.7 | -0.7 | · | -0.4
COc1ccc(Cl)cc1NC(=O)CN(C)C(C)C(=O)NCC1CCCCC1 (stereo unspecified) | -15.2 | 7.0 | -3.8 | 3.8 | 7.8 | 3.6 | 14.7 | 0.5 | · | -0.5
CCOc1ccccc1NC(=O)CN1CCN(C(=O)C2CCCO2)CC1 (stereo unspecified) | 3.5 | 3.3 | -0.2 | -1.6 | 16.3 | -1.0 | 3.9 | -0.5 | 1.7 | -0.3
Cc1ccc(-n2c(SCC(=O)NNC(=S)Nc3ccccc3)nc3ccccc3c2=O)cc1 | -2.3 | 4.1 | -4.0 | -1.4 | -14.2 | 2.2 | 7.2 | 16.6 | · | -0.3
Cc1ccc(Cl)cc1N1CCN(C(=O)CSc2ccsc2[N+](=O)[O-])CC1 | 6.3 | -16.1 | -5.5 | -1.7 | 20.9 | 3.2 | 2.3 | 0.4 | 0.8 | -0.2
C/C(=N\NC(=O)C(N)=O)c1ccc(O)cc1O | · | 6.9 | 7.1 | -4.0 | 4.7 | 5.7 | -3.9 | 0.1 | -8.1 | -0.3
NC(=O)c1cc([N+](=O)[O-])ccc1NCc1cccc([N+](=O)[O-])c1 | 3.2 | 3.2 | -2.1 | -7.1 | · | · | 3.6 | -0.6 | 1.2 | -0.4
CN(C)CCN1C(=O)c2oc3ccc(Cl)cc3c(=O)c2C1c1cccc(Br)c1 (stereo unspecified) | -0.3 | -1.6 | 13.9 | -2.8 | -5.8 | 2.2 | -3.7 | -0.2 | · | -0.4
COc1cc2ccc(C(C)=NNC(N)=S)cc2cc1OC | · | · | 5.9 | -0.9 | · | · | 1.5 | · | 1.9 | i
Cc1nc(CN2CCCCC2)cc(=O)[nH]1 | -15.1 | 10.0 | -4.0 | 8.2 | 14.5 | 1.4 | -2.6 | -1.8 | 1.5 | 0.3
COc1cc(C)ccc1OCCOc1c(C)cccc1Cl | -30.2 | -3.7 | -2.2 | -0.2 | 24.2 | 3.1 | 3.4 | 3.4 | · | 5.3
CC(C)(C)NS(=O)(=O)c1ccc(OCC(=O)N2CCN(Cc3ccccc3)CC2)cc1 | -4.7 | -3.6 | -5.3 | -4.5 | 3.1 | -4.3 | 18.5 | 1.1 | 0.1 | -2.8
COc1ccc(S(=O)(=O)N2CCCCC2)cc1NC(=O)C1COc2ccccc2O1 (stereo unspecified) | -8.8 | 2.0 | -3.8 | -1.7 | · | · | 10.5 | 1.9 | -2.0 | i
COc1ccccc1CNC(=O)C(=O)NCC1OCCN1C(=O)c1cccs1 (stereo unspecified) | 0.2 | -0.8 | 2.1 | -1.1 | 25.3 | 4.7 | 0.9 | -0.7 | -1.8 | -0.3
O=C(NCCc1ccccc1)/C(=C\c1ccc([N+](=O)[O-])cc1)NC(=O)c1ccco1 | 13.8 | -16.2 | 0.1 | 1.4 | 46.9 | -1.3 | -9.4 | -0.2 | 1.4 | ·
O=C(CSc1nnc(-c2ccccn2)o1)Nc1cccc(Cl)c1 | -8.0 | -7.9 | -3.2 | -3.6 | 19.6 | -4.4 | -4.3 | -0.4 | -0.3 | -0.6
O=C1OCCN/C1=C\C(=O)c1ccc(Cl)cc1 | · | 0.1 | 2.5 | -3.5 | 45.1 | -2.8 | 12.2 | · | 0.0 | -0.5
COc1ccccc1C(CNC(=O)c1ccc(OCc2c(C)noc2C)cc1)N1CCCC1 (stereo unspecified) | -1.8 | -0.3 | 3.4 | -3.4 | · | · | 1.5 | 0.2 | -1.7 | -2.5
Cc1cc(C)c(NC(=S)NCC2CCN(C(C)c3ccccc3)C2)c(C)c1 (stereo unspecified) | 9.7 | -2.5 | 13.4 | 0.9 | 16.1 | 3.7 | 1.9 | -0.6 | -0.9 | -0.3
CC(=O)N1CCc2c(sc(NC(=O)CCS(=O)(=O)c3ccc(C)cc3)c2C(N)=O)C1 | -4.0 | 8.5 | -23.2 | 1.6 | · | · | 6.8 | -0.3 | 1.1 | -2.1
COc1cc(C)ccc1OCc1cc(C(=O)N2C[C@H]3CC[C@H]2C3)no1 | -0.9 | -2.1 | 4.1 | -1.2 | -20.1 | 0.7 | 17.1 | -0.3 | 1.2 | -0.2
O=C(COC(=O)Cc1ccc(S(=O)(=O)N2CCOCC2)s1)Nc1ccc([N+](=O)[O-])cc1 | -14.0 | -5.8 | 1.3 | -2.8 | · | · | -9.4 | -1.0 | -0.1 | 2.9
COc1ccccc1N1CCN(C(=O)CCC(=O)N2CCN(c3ccc(F)cc3)CC2)CC1 | 3.3 | 5.8 | 5.0 | 12.7 | 26.2 | 4.7 | 21.4 | 0.1 | -0.1 | i
Cn1cc(CN2CCN(Cc3ccc4c(c3)OCO4)CC2)c(-c2ccccc2F)n1 | 4.3 | -7.2 | 4.6 | 0.4 | 20.9 | 2.2 | 7.8 | -0.7 | 0.8 | 0.6
CCOc1c(O)ccc(C2NC(=O)NC(C)=C2C(=O)OC)c1[N+](=O)[O-] (stereo unspecified) | -1.7 | 6.5 | -0.4 | -0.4 | -7.4 | 0.0 | -0.1 | 0.1 | -0.5 | i
CCn1ccnc1CNC(=O)c1cc(COc2ccc(F)cc2F)on1 | -1.2 | 10.1 | 3.2 | -2.8 | 4.8 | 0.1 | 4.3 | -0.5 | 0.8 | -1.4
COC(=O)c1sc(NC(=S)NC(=O)c2cccc(C)c2)nc1C | -12.4 | 8.2 | 9.2 | -0.2 | -6.7 | 5.2 | 3.8 | -0.2 | -1.1 | 4.0
Cc1ccc(C(=O)COC(=O)CNC(=O)c2cccs2)cc1C | -1.6 | -15.3 | -9.0 | -1.6 | 7.5 | 2.1 | 2.8 | 0.3 | 0.2 | i
CCn1c(SCC(=O)NNC(=O)c2ccc(OC)cc2)nnc1C1CC1 | -9.0 | -10.1 | -24.8 | 1.1 | 30.6 | 2.3 | 7.7 | -0.8 | 1.6 | -0.5
Cc1ccc(CNC(=O)CCc2cn(C)c3ccccc23)cc1 | -2.2 | 3.3 | 3.9 | 2.5 | -7.6 | -3.7 | -0.6 | -2.3 | 0.9 | -0.3
O=c1cc(C2CCCCC2)[nH]c(=O)[nH]1 | -7.1 | · | 11.7 | -0.8 | · | · | -2.0 | -2.0 | -0.2 | i

Only part of the results is shown. The share of hits here may be higher or lower than overall.
